Diaph act CS: activates diaphorase or chemically reduces, flagging diaphorase assay artifacts | 0.005% of 190,000 active | AID 1229 | Diaphorase/resazurin coupled assay, resorufin fluorescence, 16 min; hits give high values; 1 = vehicle wells, 0 = NADH-free wells | activation factor at 20 µM;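 active = diaphorase activity raised at least twofold by the compound at 20 µM; inactive = activation factor below 2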
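Material: purified diaphorase enzyme from Clostridium kluyveri / Medium: HEPES pH 7.4 buffer with MgCl2 and Tween 20 / Schedule: enzyme reaction of 16 min at room temperature / Measured by: resorufin fluorescence, excitation 544 nm, emission 590 nm / Evaluation: rise in resorufin formation, marking diaphorase activation or chemical reduction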
STAT1 act: increases IFN-gamma driven STAT1 reporter signal. NIH 3T3 STAT1-luciferase reporter, luminescence; 100% = IFN-gamma alone, no compound. activation (% of control), % at 5.5 µM. 2.6% of 200,000 active. AID 932;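 active = activation above the screen-wide mean activation plus 3 SD, cut at about 130% in these data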;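 also: raw ratio to IFN-gamma control signal so 100% means no change and 0% no light; values of inactives mirror those of a sister screen read the other way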
G6PDH CS: counter-screen for G6PDH assay hits: L. mesenteroides G6PDH inhibition; Purified L. mesenteroides G6PDH, diaphorase/resazurin coupled fluorescence, 45 min; inhibition, % at 5 µM; 0.12% of 200,000 active; in the data active = inhibition above about 50%
Hsp70 act: transcriptional activators of Hsp70 | activation, % at 10 µM | HeLa Hsp70 promoter luciferase reporter, luminescence; scaled: vehicle 0, proteasome-inhibitor control 100% | 0.04% of 200,000 active;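 active = activation above the mean across all tested compounds plus 3 SD, cutoff set per campaign, cut at about 5.5% in these data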;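 also: 100% = MG132 at 30 µM as the positive control and 0% = DMSO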
STAT1 blocker: STAT1 signaling inhibition. NIH 3T3 STAT1-luciferase reporter, IFN-gamma, luminescence. 0.35% of 200,000 active. AID 920. inhibition, % at 5.5 µM;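 active = inhibition above a set limit, the mean inhibition across all tested compounds plus 3 SD, cut at about 34% in these data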;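 also: 0% = IFN-gamma with DMSO and 100% = IFN-gamma with 300 µM nifuroxazide; values of inactives mirror those of a sister screen read the other way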
STAT3 act: increases IL-6 driven STAT3 reporter signal | U3A cells, IL-6 STAT3-luciferase reporter, luminescence; 100% = signal with IL-6 EC80 alone | activation (% of control), % at 5.6 µM | 0.91% of 190,000 active | AID 871;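 active = activation above the screen-wide mean of compound activation plus 3 SD, cut at about 130% in these data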;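 also: 0% = background luminescence of wells with medium and substrate only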
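Test system: human U3A cells carrying STAT3-luciferase construct; control set: IL-6-only wells as 100% reference; timing: compound pre-incubation 1 h before IL-6, then 6 h stimulation at 37 °C; also added: IL-6 stimulus at 33 ng/mL final; evaluation: % activation versus median of IL-6-stimulated wells; detection: reporter luminescence signal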
STAT3 blocker: reduces IL-6 driven STAT3 reporter signal. AID 862. inhibition, % at 5.5 µM. 0.89% of 190,000 active. U3A cells, IL-6 STAT3-luciferase reporter, luminescence; host cell line lacks STAT1;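 active = inhibition above the mean inhibition across all screened compounds plus 3 SD, cut at about 44% in these data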;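 also: 0% = DMSO only wells and 100% = 100 µM nifuroxazide control wells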
APP 5UTR inh: APP translation inhibition; AID 1285; SH-SY5Y APP 5'UTR-luciferase reporter, luminescence; inhibition, % at 2 µM; 0.82% of 190,000 active;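 active = inhibition above a set limit, derived from the sample mean plus 3 SD, cut at about 45% in these data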; also: values of inactives mirror those of a sister screen read the other way
Diaph inh CS: diaphorase inhibition or chemical oxidation counter-screen; AID 1217; diaphorase resazurin-to-resorufin fluorescence, NADH, 16 min; bacterial (C. kluyveri) enzyme, not human; 0.69% of 190,000 active; inhibition, % at 20 µM;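 active = primary screen inhibition at 20 µM above a set limit, cut at about 50% in these data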;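 also: plate controls were DMSO with full reaction for no effect and wells lacking NADH for full effect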
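Benchmarks: positive control wells lacking NADH, neutral wells with DMSO only. System: bacterial diaphorase enzyme (C. kluyveri). Input: 0.14 U/mL diaphorase, enzyme working solution. Detection: resorufin fluorescence, excitation 544 nm, emission 590 nm. Times: 16-min room-temperature incubation before reading.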
TLR4-MyD88 BLA: inhibitors of human TLR4-MyD88 binding | O00206+Q99836 | inhibition, % at 8.4 µM | AID 861 | 0.18% of 200,000 active | HeLa CL3-4 TLR4/MyD88 BLA complementation, FRET ratio; in the data active = inhibition above about 25%;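 also: 0% = vehicle and 100% = reference inhibitor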
Target sequence (O00206 whole entry, looked up): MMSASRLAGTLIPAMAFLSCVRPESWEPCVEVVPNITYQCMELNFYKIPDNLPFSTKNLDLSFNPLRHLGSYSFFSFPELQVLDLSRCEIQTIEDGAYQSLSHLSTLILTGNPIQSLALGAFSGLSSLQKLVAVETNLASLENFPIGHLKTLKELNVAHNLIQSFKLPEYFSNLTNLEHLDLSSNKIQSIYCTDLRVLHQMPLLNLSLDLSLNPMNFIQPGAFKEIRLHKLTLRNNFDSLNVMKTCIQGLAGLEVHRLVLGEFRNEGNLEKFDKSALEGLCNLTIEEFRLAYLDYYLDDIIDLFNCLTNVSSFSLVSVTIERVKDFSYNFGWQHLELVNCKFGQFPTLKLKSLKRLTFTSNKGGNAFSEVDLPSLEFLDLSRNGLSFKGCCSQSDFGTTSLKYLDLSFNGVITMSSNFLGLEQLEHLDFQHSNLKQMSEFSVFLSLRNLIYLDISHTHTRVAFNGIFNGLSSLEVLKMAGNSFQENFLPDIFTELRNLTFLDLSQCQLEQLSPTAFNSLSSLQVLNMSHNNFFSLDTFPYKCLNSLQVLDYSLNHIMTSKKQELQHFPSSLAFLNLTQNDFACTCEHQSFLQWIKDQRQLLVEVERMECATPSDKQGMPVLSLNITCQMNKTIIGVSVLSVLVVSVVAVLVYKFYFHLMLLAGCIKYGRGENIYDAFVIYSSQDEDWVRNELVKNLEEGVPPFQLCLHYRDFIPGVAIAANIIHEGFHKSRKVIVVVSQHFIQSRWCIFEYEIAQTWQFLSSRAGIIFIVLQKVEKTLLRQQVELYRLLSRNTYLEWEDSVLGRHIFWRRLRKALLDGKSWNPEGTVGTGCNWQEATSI
Target sequence (Q99836 whole entry, looked up): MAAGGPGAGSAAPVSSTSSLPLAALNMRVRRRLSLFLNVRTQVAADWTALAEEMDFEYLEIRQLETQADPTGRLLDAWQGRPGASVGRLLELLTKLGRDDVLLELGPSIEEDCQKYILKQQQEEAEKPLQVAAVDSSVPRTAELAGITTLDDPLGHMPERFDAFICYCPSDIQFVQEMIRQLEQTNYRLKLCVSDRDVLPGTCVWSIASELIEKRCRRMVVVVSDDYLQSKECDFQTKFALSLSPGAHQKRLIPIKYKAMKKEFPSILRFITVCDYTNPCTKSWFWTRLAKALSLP
The depositor's hits bear a star; x = no result given.

Each structure is followed by: STAT3 act	APP 5UTR inh	Diaph inh CS	STAT1 act	STAT1 blocker	STAT3 blocker	G6PDH CS	Hsp70 act	TLR4-MyD88 BLA	Diaph act CS
1: COc1ccccc1CNC(=O)c1ccc(OC(C)C)cc1
    115.7	10.5	-3.3	97.1	3.3	-7.3	6.3	-0.2	-13.0	1
2: CCOC(=O)C1CCN(Cc2cn(C)nc2-c2ccc(Oc3ccccc3)cc2)CC1
    102.7	-1.8	18.9	102.3	-4.2	1.3	10.5	-0.3	-8.7	0.8
3: CCOc1cc(C#N)c(NC(=O)c2ccnn2C)cc1OCC
    97.8	-30.8	0.8	98.7	2.3	2.8	-1.3	-0.4	-3.1	1
4: COc1ccc(N2C(=O)CCC(C(=O)O)C2c2ccc(OC)c(OC)c2)cc1 (configuration not stated)
    93.9	-9.6	2.0	102.1	-2.2	4.5	-0.6	-0.2	11.5	1
5: Cc1cc(N2CCN(c3ccccc3Cl)CC2)n2cc(-c3ccccc3)nc2n1
    92.7	-17.3	10.4	116.9	-18.4	12.6	-61.5	-0.2	-9.9	0.9
6: CC(NC(=O)Cn1cnc2c1c(=O)n(C)c(=O)n2C)c1ccccc1 (configuration not stated)
    106.9	-7.9	7.8	96.8	3.5	-7.3	-0.7	0.5	-0.4	0.9
7: CCOC(=O)C1=C2N(C)c3ccccc3N2CCC1=O
    107.9	1.6	12.9	106.9	-7.6	-3.6	-7.7	0.2	-2.6	0.9
8: CCOC(=O)C1=c2s/c(=C\c3cccnc3)c(=O)n2C(N)=C(C(=O)OC)C1c1cccnc1 (configuration not stated)
    95.0	1.1	6.0	102.3	-2.5	3.1	4.5	-0.3	10.7	0.9
9: COc1ccc(C(c2nnnn2Cc2cccs2)N2CCN(c3ccccc3)CC2)cc1OC (configuration not stated)
    99.4	2.6	12.7	99.8	0.3	10.5	10.1	-0.3	-6.8	0.9
10: Cc1ccc(C(=O)CNc2cccc(Cl)c2)cc1
    99.0	-8.1	0.9	107.3	-8.1	4.7	-15.7	-0.3	3.4	1
11: CC(=O)NC(Cc1c[nH]c2ccccc12)C(=O)OCC(=O)N1CCCCCC1 (configuration not stated)
    100.5	-10.0	-1.6	99.0	-0.4	3.9	-1.7	-0.3	7.4	1
12: CSc1ccccc1OC1CCN(Cc2ccccc2)CC1
    99.7	-0.4	-1.8	96.1	4.4	-1.9	18.7	-0.3	-15.0	1
13: CCOC(=O)C1=C(C(C)=O)C(c2cccnc2)C(C#N)=C(N)O1 (configuration not stated)
    105.5	2.9	23.5	103.9	-4.3	-0.2	-8.8	-0.2	-5.4	0.8
14: COc1ccccc1-n1c(-c2ccccc2)n[nH]c1=S
    107.2	7.3	-1.3	101.8	-1.4	-6.0	9.8	-0.1	6.6	1
15: O=C(Oc1ccc(-c2ccccc2)cc1)N1CCCCC1
    98.5	-4.8	19.2	130.5*	-33.0	2.9	-0.6	-0.3	0.5	0.8
16: C#CCNC(=O)C1=C[C@H](c2ccc(C(F)(F)F)cc2)C[C@H](OCc2ccc(CO)cc2)O1
    x	-16.1	38.7	100.3	1.2	x	13.7	-0.2	-3.9	0.6
17: Cc1ccc(NC(=O)C2CCN(S(=O)(=O)c3ccc(F)cc3)CC2)cc1
    98.1	3.0	24.0	101.0	-1.1	2.4	1.7	0.3	-2.0	0.8
18: Cc1cccc(Nc2nc(-c3ccc4c(c3)OCCO4)cs2)c1
    103.0	-161.3	6.6	158.2*	-63.0	-3.4	3.0	0.2	6.2	0.9
19: Cc1cc(C)c(NC(=O)c2c[nH]c(=S)n2-c2ccc(F)cc2)c(C)c1
    104.6	-18.1	4.6	102.7	-3.4	-3.3	-8.2	-0.1	4.3	1
20: O=C(C1=C[C@@H](c2coc3ccccc3c2=O)C[C@@H](OCCCCO)O1)N1CCOCC1
    x	22.4	7.0	109.0	-8.0	x	17.1	-0.3	-4.1	0.9
21: O=CNCCCc1nc2ccccc2n1Cc1ccccc1
    93.6	25.0	-3.4	86.6	14.6	12.5	5.0	0.0	-7.7	1
22: COc1ccccc1CNC(=S)Nc1ccc2nc(N3CCN(C)CC3)cc(C)c2c1
    96.0	-22.0	-14.1	105.3	-6.5	15.6	0.5	0.0	-1.7	1.1
23: COc1ccc(CC(=O)Nc2ccc(N3CCN(c4ccc(OC)cc4)CC3)c(C#N)c2)cc1
    98.1	3.4	14.3	94.2	4.6	6.6	1.8	-0.4	-12.4	0.9
24: CN1C2CCC1CC(OC(=O)c1c[nH]c3ccccc13)C2 (configuration not stated)
    101.8	-3.3	6.3	104.2	-4.5	3.4	2.3	0.0	-11.6	0.9
25: CSc1ccccc1-n1nnnc1SCC(=O)Nc1cc(C)ccc1C
    98.9	-0.6	0.0	91.8	8.9	5.8	2.7	-0.2	3.5	1
26: COC(=O)CCS(=O)(=O)c1ccc(Cl)cc1
    101.0	-4.8	5.6	94.9	5.6	-0.9	4.5	-0.3	8.5	0.9
27: CS(=O)c1ccccc1COC(=O)Nc1ccc(Cl)cc1 (configuration not stated)
    95.7	-13.0	0.4	109.0	-10.1	8.0	34.9	-0.3	-0.8	1
28: O=c1c2ccccc2nc(SCc2nnc(-c3ccccc3Br)o2)n1-c1ccccc1
    93.4	9.9	13.0	100.2	-0.2	10.0	12.5	-0.1	9.3	0.9
29: Cc1ccc(S(=O)(=O)NCCCN2CCOCC2)cc1C
    96.6	-3.1	-0.5	97.0	2.5	7.7	10.4	-0.2	3.9	1
30: Cc1ccc2cccc(S(=O)(=O)NC3CCS(=O)(=O)C3)c2n1 (configuration not stated)
    107.2	7.5	20.0	99.7	-0.7	-5.4	-7.1	1.2	-1.5	0.8

From entry 3 up to 13, copied from above:
Each structure is followed by: STAT3 act	APP 5UTR inh	Diaph inh CS	STAT1 act	STAT1 blocker	STAT3 blocker	G6PDH CS	Hsp70 act	TLR4-MyD88 BLA	Diaph act CS
3: CCOc1cc(C#N)c(NC(=O)c2ccnn2C)cc1OCC
    97.8	-30.8	0.8	98.7	2.3	2.8	-1.3	-0.4	-3.1	1
4: COc1ccc(N2C(=O)CCC(C(=O)O)C2c2ccc(OC)c(OC)c2)cc1 (configuration not stated)
    93.9	-9.6	2.0	102.1	-2.2	4.5	-0.6	-0.2	11.5	1
5: Cc1cc(N2CCN(c3ccccc3Cl)CC2)n2cc(-c3ccccc3)nc2n1
    92.7	-17.3	10.4	116.9	-18.4	12.6	-61.5	-0.2	-9.9	0.9
6: CC(NC(=O)Cn1cnc2c1c(=O)n(C)c(=O)n2C)c1ccccc1 (configuration not stated)
    106.9	-7.9	7.8	96.8	3.5	-7.3	-0.7	0.5	-0.4	0.9
7: CCOC(=O)C1=C2N(C)c3ccccc3N2CCC1=O
    107.9	1.6	12.9	106.9	-7.6	-3.6	-7.7	0.2	-2.6	0.9
8: CCOC(=O)C1=c2s/c(=C\c3cccnc3)c(=O)n2C(N)=C(C(=O)OC)C1c1cccnc1 (configuration not stated)
    95.0	1.1	6.0	102.3	-2.5	3.1	4.5	-0.3	10.7	0.9
9: COc1ccc(C(c2nnnn2Cc2cccs2)N2CCN(c3ccccc3)CC2)cc1OC (configuration not stated)
    99.4	2.6	12.7	99.8	0.3	10.5	10.1	-0.3	-6.8	0.9
10: Cc1ccc(C(=O)CNc2cccc(Cl)c2)cc1
    99.0	-8.1	0.9	107.3	-8.1	4.7	-15.7	-0.3	3.4	1
11: CC(=O)NC(Cc1c[nH]c2ccccc12)C(=O)OCC(=O)N1CCCCCC1 (configuration not stated)
    100.5	-10.0	-1.6	99.0	-0.4	3.9	-1.7	-0.3	7.4	1
12: CSc1ccccc1OC1CCN(Cc2ccccc2)CC1
    99.7	-0.4	-1.8	96.1	4.4	-1.9	18.7	-0.3	-15.0	1
13: CCOC(=O)C1=C(C(C)=O)C(c2cccnc2)C(C#N)=C(N)O1 (configuration not stated)
    105.5	2.9	23.5	103.9	-4.3	-0.2	-8.8	-0.2	-5.4	0.8

Following part.
Each structure is followed by: STAT3 act	APP 5UTR inh	Diaph inh CS	STAT1 act	STAT1 blocker	STAT3 blocker	G6PDH CS	Hsp70 act	TLR4-MyD88 BLA	Diaph act CS
31: O=C(Nc1ccc2c(c1)OCCO2)C1CCN(c2cnccn2)CC1
    98.1	3.2	10.5	101.8	-2.0	7.5	1.2	0.0	-1.5	0.9
32: COC(=O)CC(NC(=O)c1cccs1)c1ccc(OC)c(OC)c1 (configuration not stated)
    101.7	-22.4	6.6	100.7	-1.3	0.2	8.9	-0.2	8.1	0.9
33: COc1cccc(CNC(=O)CNC(=S)N(Cc2ccccc2)Cc2ccccc2F)c1
    100.9	-5.8	9.2	100.4	-0.2	7.4	3.3	-0.1	-8.5	0.9
34: Nc1nonc1C(=O)OCC(=O)N1CCCCC1
    98.7	-2.2	-8.4	97.0	3.2	5.3	8.0	-0.3	-0.7	1.1
35: CS(=O)(=O)Oc1ccc(Br)cc1/C=C1/N=C(c2ccco2)OC1=O
    102.1	-2.0	-3.0	98.0	2.2	-4.1	-1.2	-0.2	1.8	1
36: COc1ccc(-n2nc(C(=O)Nc3ccc4c(c3)OCO4)c3ccccc3c2=O)cc1
    95.3	21.3	18.8	100.8	0.4	11.9	-1.8	-0.1	3.0	0.8
37: COc1cc(/C=N/NC(=O)c2ccncc2)ccc1OC(=O)c1ccc([N+](=O)[O-])cc1
    99.3	2.2	-13.1	98.9	1.2	7.8	5.1	-0.4	-4.6	1.1
38: O=C(c1cc(-c2ccccn2)nc2c(Cl)cccc12)N1CCN(C(=O)C2CCCO2)CC1 (configuration not stated)
    106.3	-9.8	8.1	92.7	7.9	-2.5	4.3	-0.1	-7.3	0.9
39: CN(C)CCCN(C(=O)CCc1ccccc1)c1nc2ccc(Br)cc2s1
    103.5	5.6	-12.0	104.3	-5.8	-2.9	0.3	-0.2	-6.6	1.1
40: O=Cc1ccccc1OCCOc1ccccc1C=O
    88.1	-26.1	-0.6	100.4	-0.5	17.1	0.0	-0.3	-17.5	1
41: COc1ccc(Oc2nc3ccccc3n3cccc23)cc1
    87.4	-15.6	3.0	98.5	1.7	18.4	-12.2	-0.2	-4.6	1
42: Cc1cccc(CNC(=O)c2ccccc2N)c1
    107.4	0.1	3.7	103.1	-3.4	-3.8	-4.9	0.3	-13.0	1
43: CCOC(=O)N1CCN(c2ccc(Cl)c(Cl)c2)CC1
    84.2	1.2	8.7	96.6	3.7	22.1	-13.6	-0.6	2.9	0.9
44: O=c1c(Br)c(N2CCCCC2)cnn1-c1ccccc1
    90.5	-166.6	7.1	146.6*	-50.8	13.6	10.3	0.1	-7.5	0.9

Compound activity as filed in PubChem BioAssay.
